TAG inh – inhibitors of triacylglycerol accumulation; H9c2 cells, Nile Red lipid (TAG) fluorescence; cells loaded with 200 µM oleic acid; inhibition, % at 12.5 µM; 0.66% of 230,000 active; AID 651582;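 active = pattern-corrected inhibition of lipid staining of at least 50% with the nuclear-stain viability signal not falling by more than 50%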;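 also: 0% = DMSO wells and 100% = triacsin C control wells; some results filed as inactive read as strong as hits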
TAG inh DAPI viability – also measured in TAG inh; calls as there; DAPI nuclei signal change (viability), lower = more cytotoxic, %;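 whole-well DAPI fluorescence read on a plate reader as a viability signal; minus 50 percent equals half of cells still viable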
Starred values were filed as active, the others as inactive; i = inactive.

compound	TAG inh	TAG inh DAPI viability
C/C(=N\NC(=O)C1CC1)c1ccc(C)cc1C	4.7	-0.3
O=C1Nc2ccc(Br)cc2C1=C1CCCCC1	0.3	-7.8
Cc1cc(C)cc(-n2c(C)cc(/C=N\NC(=O)COc3cccc4cccnc34)c2C)c1	-12.5	20.5
CCCCc1ccc(NC(=O)CSC2=C(C#N)C(c3ccco3)C3=C(CCCC3=O)N2)cc1 (configuration not stated)	3.9	11.9
OCC1(Cc2cccc(Cl)c2)CCCN(Cc2cnn(-c3ccccc3)c2)C1 (configuration not stated)	-6.1	0.1
CCCOc1ccc(F)cc1-c1cc(C(=O)Nc2ccc(F)cc2)[nH]n1	12.8	11.9
COc1ccc(CCNC(=O)c2ccc(Cl)cc2)cc1OC	-2.4	0.4
N/C(Cc1ccc([N+](=O)[O-])cc1)=N\OC(=O)c1ccccc1F	13.9	-15.5
COc1cc(NC(=O)CN2CCN(Cc3ccc4c(c3)OCO4)CC2)cc(OC)c1	-22.1	12.5
CCc1cc(C(=O)Nc2nc(-c3ccccn3)cs2)sc1C	-12.7	-13.4
CCN(C[C@H]1N[C@@](Cc2ccccc2)(C(=O)OC)[C@H]2C(=O)N(C)C(=O)[C@@H]12)C(=O)c1ccc(F)cc1	-10.2	8.8
COc1ccc(NC(=O)COC(=O)c2ccc([N+](=O)[O-])o2)cc1Cl	7.1	3.2
c1ccc(-c2nnc(SCC3CCCO3)nc2-c2ccccc2)cc1 (configuration not stated)	5.5	-10.1
Cc1cc(C)nc(NC2=NCCN2C(=S)Nc2c(C)cccc2C)n1	13.5	-6.8
C=CCn1c(SCc2c(C(=O)OC)sc(N)c2C(=O)OC)nnc1-c1ccc(Br)cc1	-2.8	4.1
Cc1cc(-c2n[nH]c(=S)n2/N=C/c2cccc(O)c2)n[nH]1	-11.5	10.8
Cc1ccccc1NS(=O)(=O)c1ccc(S(=O)(=O)N2CCCC2)cc1	3.0	-16.4
Cc1ccc(F)cc1C(=O)N1CCOCC1c1cc(C(=O)Nc2ccccc2)no1 (configuration not stated)	4.7	2.4
CCCS(=O)(=O)c1c(S(=O)(=O)CCC)c2cc(CC)ccn2c1C(=O)OC	-34.4	-4.5
Cc1ccc(N2C(=O)CC(n3ccnc3)C2=O)cc1C (configuration not stated)	-15.3	14.0
O=C(NC(=S)NCc1ccccc1)c1ccc(Br)cc1	7.7	-10.2
COc1ccccc1-c1cccc([C@@H]2C[C@H]3[C@@H](CN2)CON3C)c1	2.1	8.6
CCn1c(=NC(=O)c2cccc(N3C(=O)CCC3=O)c2)sc2c(OC)ccc(OC)c21	-2.2	3.4
CC1(C)CC(=O)C(CC(=O)c2ccccc2)=C(NN=C(N)N)C1	2.9	5.8
COc1ccc(/C=N/n2c(C)nc3sc(C)c(C)c3c2=O)cc1OC	-4.8	11.1
CN=C1SC(CC(=O)Nc2ccc(F)cc2F)C(=O)N1/N=C/c1ccc(OC(F)F)c(OC)c1 (configuration not stated)	31.8	-5.3
CC(C)CNC(=O)C(=O)NN=C1CCCCCC1	11.9	-5.0
COc1ccc(NC(=O)CSCC(=O)Nc2ccccc2N2CCCC2)cc1	-1.0	1.5
COc1ccc(C2c3ccc(O)cc3Oc3ncn4nc(-c5cccnc5)nc4c32)cc1OC (configuration not stated)	-4.8	-2.5
CCO[C@H]1OC(C(=O)N2CCOCC2)=C[C@@H](c2ccc3c(c2)OCO3)[C@@H]1CCCO	-0.8	4.3
Cc1nn(C)c(=S)[nH]c1=S	10.9	8.0
CCOC(=O)C(=O)Nc1nnc(COc2ccccc2)s1	6.3	-5.0
Cc1cccc2c(=O)cc(C(F)(F)F)[nH]c12	-5.0	-2.9
CC1Cc2ccccc2N1C(=O)CSc1nncs1 (configuration not stated)	12.1	-1.3
O=[N+]([O-])c1ccc2oc(C3CCCCC3)nc2c1	-5.3	-2.5
NS(=O)(=O)c1cccc(NC(=O)COC(=O)Cc2ccc(S(=O)(=O)N3CCOCC3)s2)c1	-8.0	2.4
COc1ccc(-c2[nH]ncc2CN(C)CCc2c(C)n[nH]c2C)c(F)c1	-4.7	-0.2
Cc1ccc(S(=O)(=O)NNC(=O)CC#N)cc1	14.0	0.1
O=C(O)c1cc(NCc2ccc(F)cc2)ccc1N1CCOCC1	9.0	-3.1
CCCN(C(=S)Nc1ccccc1)C1CCS(=O)(=O)C1 (configuration not stated)	1.1	1.4
CC1(C)Cc2c(c(N3CCOCC3)nc3snc(NC(=O)c4ccccc4)c23)CO1	7.3	-2.6
COc1ccccc1NC(=O)CSc1nnc2ccccn12	3.1	7.8
O=C(COc1ccc(Cl)cc1Cl)NN1C(=O)/C(=C\c2ccc(Cl)cc2)SC1=S	-6.9	0.7
COc1ccc(S(=O)(=O)CC(=O)Nc2nnc(C(F)(F)F)s2)cc1	-7.1	2.7
C[C@@H]1CN([C@@H](C)CO)S(=O)(=O)c2ccc(Br)cc2O[C@H]1CN(C)C(=O)Cc1cccnc1	-11.6	-2.3
O=C(Nc1cccc(C(F)(F)F)c1)c1scc2c1OCCO2	5.6	3.1
CCC(=O)c1cn([C@H](CCC(OC)OC)CC(=O)OC(C)(C)C)cc1CC	3.5	-1.1
COc1ccc(OC)c(NC(=S)NN2CCN(C)CC2)c1	-30.4	-1.6
O=C(COc1ccccc1)Nc1cccc(-c2nnc(-c3ccccc3)o2)c1	9.5	-0.7
COc1ccc(C)cc1NC(=O)C1CC(=O)N(CCc2ccc(F)cc2)C1 (configuration not stated)	-4.2	-1.7
C1=CC(c2cc3ccccc3o2)OC(CCc2ccccc2)C1 (configuration not stated)	-36.0	-1.1
O=C(CN1CCN(CN2C(=O)NC3(CCCCCC3)C2=O)CC1)Nc1cccc(F)c1	1.8	3.6
O=C(OCC(=O)N1CCN(S(=O)(=O)c2ccc(Cl)cc2)CC1)c1cc(Br)ccc1O	-5.6	4.7
CC1CC(C(F)(F)F)n2ncc(C(=O)O)c2N1 (configuration not stated)	-3.5	10.5
COCc1ccc(C(=O)N2CCCC(N(C)CCc3ccc(OC)c(OC)c3)C2)s1 (configuration not stated)	11.1	2.7
Cc1cc(NC(=O)COC(=O)c2cc3c(s2)CCC(C)C3)no1 (configuration not stated)	7.3	23.2
Cc1ccc(-n2sc3cc(F)ccc3c2=O)c(C)c1	8.1	10.9
O=C(NCCCO)c1ccc2[nH]c3ccccc3c2c1	-21.5	0.8
COC(=O)c1c(NC(=O)C2CC2)sc2c1CCCC2	-0.2	-4.7
COc1cc2c(=O)n(Cc3ccco3)c(=O)n(CC(=O)c3ccc(Br)cc3)c2cc1OC	13.5	3.4

Record cards (already shown):
Cc1ccc(-n2sc3cc(F)ccc3c2=O)c(C)c1 is listed as TAG inh: 8.1; TAG inh DAPI viability: 10.9
Cc1cc(NC(=O)COC(=O)c2cc3c(s2)CCC(C)C3)no1 (configuration not stated) is listed as TAG inh: 7.3; TAG inh DAPI viability: 23.2

Arranged by heavy-atom count (smallest number first): four of the compounds above
compound	TAG inh	TAG inh DAPI viability
CC1CC(C(F)(F)F)n2ncc(C(=O)O)c2N1 (configuration not stated)	-3.5	10.5
Cc1ccc(-n2sc3cc(F)ccc3c2=O)c(C)c1	8.1	10.9
Cc1cc(NC(=O)COC(=O)c2cc3c(s2)CCC(C)C3)no1 (configuration not stated)	7.3	23.2
COCc1ccc(C(=O)N2CCCC(N(C)CCc3ccc(OC)c(OC)c3)C2)s1 (configuration not stated)	11.1	2.7

Next section
compound	TAG inh	TAG inh DAPI viability
COc1ccc(S(=O)(=O)N2CCCCC2)cc1NC(=O)C1CSC2(C)CCC(=O)N12 (configuration not stated)	4.0	-5.5
O=C(c1ccccc1NS(=O)(=O)c1ccc(Br)s1)N1CCCC1	-1.3	-2.9
COc1ccc(N2CCN(C(=O)c3ccccc3Br)CC2)c([N+](=O)[O-])c1	-8.5	-0.2
CCOc1ccc(N(CC(=O)NC2CCCCCC2)S(=O)(=O)c2c(C)noc2C)cc1	-9.7	0.0
COc1ccc(CC(=O)Nc2ccc(C)cc2O)cc1S(=O)(=O)N1CCOCC1	5.3	-10.2
CSc1ccc(C(c2c(C)[nH][nH]c2=O)c2c(C)[nH][nH]c2=O)cc1	-7.9	6.0
NC(=O)N(CCC(=O)O)c1ccccc1	-1.7	0.5
COc1cccc(-c2nn(-c3ccccc3)cc2CN2CCCO2)c1	5.5	-0.9
O=C(COC(=O)CCOc1ccccc1)Nc1ccc(Cl)cn1	-1.7	12.3
Cc1nnc(SCC(=O)N2CCC(C(N)=O)CC2)s1	15.0	-6.4
CCOC(=O)C(=CNc1cc(Cl)c(-c2ccco2)c(Cl)c1)C(=O)OCC	-8.5	7.9
CC(C)Oc1ccc(C(=O)Nc2ccccc2N2CCCC2)cc1	15.0	-15.3
CCCCn1c(N)c(N(Cc2ccccc2OC)C(=O)COc2ccccc2C#N)c(=O)[nH]c1=O	7.0	-4.8
O=C(CS(=O)(=O)c1ccc(F)cc1)N1CCN(c2ccccc2)CC1	5.5	0.6
COc1ccccc1CC(=O)N(Cc1ccccc1)c1ccc(C)cc1	-11.5	-4.4
COc1cccc(CN(C)C(=O)c2ccc(NC(=O)CC3SC(N4CCCC4)=NC3=O)cc2)c1OC (configuration not stated)	-11.5	-4.2
CC(Oc1ccccc1)C(=O)N/N=C/c1ccccn1 (configuration not stated)	-10.6	2.6
COc1cccc(/C=N/n2cncn2)c1OCC#N	10.0	5.4
C[C@@H]1CN([C@@H](C)CO)C(=O)c2cc(Br)cnc2O[C@H]1CN(C)C(=O)CCN1CCCCC1	-7.4	6.6
CCOC(=O)N1CCN(C(=O)COc2cccc3c2CCN(CC)C3=O)CC1	11.9	0.0
CCOc1ccc(N/C(=N/c2nc(C)cc(C)n2)NC(C)=O)cc1	-2.3	10.3
CCN(C[C@H]1N[C@@](CC)(C(=O)OC)[C@H]2C(=O)N(C)C(=O)[C@@H]12)C(=O)Nc1ccccc1	5.4	0.1
O=C(CC1Sc2ccccc2NC1=O)OC(C(=O)NCCc1ccccc1)c1cccnc1 (configuration not stated)	-7.3	0.1
CCCc1cc(C(=O)Nc2cc(OC)c(Cl)cc2OC)no1	-10.7	1.0
CCn1c(SCC(=O)NC(C)C(C)C)nc2cc(S(=O)(=O)N3CCOCC3)ccc21 (configuration not stated)	10.8	-0.2
Clc1ccc(CSc2nnc([C@@H]3CCCN3)o2)cc1	-5.7	-14.7
COC(=O)C1=C[C@@H](C(=O)OC)[C@@H]2C3=C(C(=O)[C@]2(C)NC(=O)c2ccccc2)[C@H](C)n2c(=O)n(-c4ccccc4)c(=O)n2[C@@H]3C1	3.9	2.2
O=C1CC(N2CCOCC2)=NN1c1ccc([N+](=O)[O-])cc1	-17.5	5.0
CC1(C(=O)Nc2ccc3c(c2)OCO3)CC1(Cl)Cl (configuration not stated)	-13.0	1.2
Cc1sc2ncnc(N3CCC(C(=O)Nc4ccc(S(N)(=O)=O)cc4)CC3)c2c1C	6.3	-1.5
N#Cc1c(F)cccc1N1CCOCC1	-5.2	-9.6
CCCn1c(N)c(C(=O)COC(=O)CNC(=O)c2ccccc2OCC)c(=O)[nH]c1=O	6.1	-3.5
CC(=O)Nc1cccc(-c2cnc(N)c(C(=O)c3cccnc3)n2)c1	-22.3	-11.9
O=C(CCN1C(=O)c2ccccc2C1=O)CN1CCOCC1	-9.3	2.3
COc1ccc(C(N)=S)c(OC)c1	-3.4	-0.8
COC(=O)c1c(-c2ccc(F)cc2)csc1NC(=O)c1ccco1	-93.2	17.3
CC[C@H](C)[C@H]1CNC(=S)N1CC1CCN(CCC(C)(C)C)CC1	-5.4	7.2
Cc1ccc(OCCSc2nnc(NC(=O)c3ccco3)s2)cc1	19.4	-1.7
COc1ccccc1-c1cc(C(F)(F)F)nc(S(=O)(=O)CCCC(=O)N2CCCCC2C)n1 (configuration not stated)	67.0*	-42.0*
CC(C)NC(=O)NNC(=O)c1nn(-c2ccc(F)cc2)ccc1=O	3.3	2.7
O=C(Cn1cc(C(=O)c2cccs2)c2ccccc21)NCc1ccc2c(c1)OCO2	14.6	0.6
COc1ccccc1CNC(=O)CSC(=S)N1CCCC1	-11.6	35.3
COc1cccc(-c2c(-c3cc(OC)cc(OC)c3)n(C)c3ccc(-c4ccc5cc[nH]c5c4)cc23)c1	-41.8	-0.2
O=C(CCNC(=O)c1ccc(Br)cc1)NCc1ccccn1	-13.7	-5.3
CCOc1ccc(/C=N/NC(=O)COc2ccccc2-c2ccccc2)cc1	-13.9	9.5
Cc1cc2c(c(=O)o1)C(Cc1ccccc1)C(C#N)=C(N)O2 (configuration not stated)	16.9	4.4
C[C@]12c3[nH]c4cc(-c5ccco5)ccc4c3CCN1C(=O)[C@@H](CC(=O)NCc1ccco1)C[C@@H]2C(=O)N1CCCCC1	-13.6	-4.5
O=S(=O)(Cc1ccc(Cl)cc1)c1ccccc1-c1nnc(-c2ccccc2)o1	-1.9	3.3
COc1ccc(C(C)=O)cc1COC(=O)CSC(C)C(=O)Nc1cc(C)on1 (configuration not stated)	12.9	4.1
COc1ccc(Cl)cc1C(=O)N1CCN(Cc2ccc3c(c2)OCO3)CC1	-4.5	-3.0
CC1(c2ccccc2Cl)NC(=O)N(CC(=O)Nc2ccc3c(c2)OCO3)C1=O (configuration not stated)	-1.2	8.0
COc1ccc2c(c1)CCc1c(C(=O)NCC(C)C)noc1-2	-17.2	1.2
COc1ccc(C2CC(c3ccccc3)=NN2c2ccc(S(N)(=O)=O)cc2)cc1 (configuration not stated)	20.5	i

Not all compounds are listed; count on the stated rates, not on these rows.
